# DT40 TDP1 no CPT – qHTS for Inhibitors of human tyrosyl-DNA phosphodiesterase 1 (TDP1): qHTS in cells in absence of CPT. DT40 Tdp1-/- hTDP1 cells, no CPT, ATP luminescence, 48 h. Potency, µM (top dose mostly 46.2 µM), for the others: at the top dose activity change, negative = growth inhibition, hits mostly inhibitors. 420,000 tested, 15% active. AID 686978, 2013; also: nearly all actives have a fitted effect of over 55% in size
#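 Compound effects on proliferation are scored in DT40 Tdp1-/-;hTDP1 cells in the absence of CPT. ATP levels (CellTiter-Glo luminescence) are recorded after a ≥48 hr, 37 °C incubation.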
# TDP1 inh – qHTS Assay for Inhibitors of Tyrosyl-DNA Phosphodiesterase (TDP1) | 350,000 tested, 0.28% active | Tyrosyl-DNA phosphodiesterase 1 (Homo sapiens), Q9NUW8 | recombinant TDP1, AlphaScreen DNA substrate cleavage | Potency, µM (top dose mostly 130 µM), for the others: at the highest dose activity change, negative = inhibition, hits mostly inhibitors; also: nearly all actives have a fitted effect of over 40% in size
# Target sequence (Q9NUW8 whole entry, looked up): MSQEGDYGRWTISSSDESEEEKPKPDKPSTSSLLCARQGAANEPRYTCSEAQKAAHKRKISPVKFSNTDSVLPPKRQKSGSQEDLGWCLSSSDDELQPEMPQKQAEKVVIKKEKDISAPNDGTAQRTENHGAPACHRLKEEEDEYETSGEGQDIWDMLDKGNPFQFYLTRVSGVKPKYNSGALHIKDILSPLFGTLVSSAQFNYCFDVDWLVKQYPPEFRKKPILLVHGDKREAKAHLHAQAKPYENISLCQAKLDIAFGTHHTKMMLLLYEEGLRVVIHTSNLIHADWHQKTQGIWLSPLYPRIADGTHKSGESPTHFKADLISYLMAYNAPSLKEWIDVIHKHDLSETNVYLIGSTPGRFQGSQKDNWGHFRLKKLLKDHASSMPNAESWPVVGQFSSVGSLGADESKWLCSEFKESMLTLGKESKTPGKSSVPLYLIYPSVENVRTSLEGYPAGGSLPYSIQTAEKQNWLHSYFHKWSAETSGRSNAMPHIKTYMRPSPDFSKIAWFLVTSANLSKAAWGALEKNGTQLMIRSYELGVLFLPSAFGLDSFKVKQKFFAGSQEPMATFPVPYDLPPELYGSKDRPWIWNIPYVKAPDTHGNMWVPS
#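 Signal: AlphaScreen proximity between streptavidin donor and anti-FITC acceptor beads on intact substrate. Reaction: Tdp1 1 nM, substrate 15 nM final, 5 min RT after 15 min compound preincubation.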
# DT40 TDP1 CPT – qHTS for Inhibitors of human tyrosyl-DNA phosphodiesterase 1 (TDP1): qHTS in cells in presence of CPT. chicken DT40 Tdp1-/-;hTDP1 cells + 20 nM CPT, ATP luminescence, 48 h. 420,000 tested, 12% active. Potency, µM (doses to about 46.2 µM), without a hit: at the top dose activity change, negative = growth inhibition, actives largely listed as inhibitors; also: nearly all actives have a fitted effect of over 55% in size
#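 Chicken DT40 Tdp1-/- cells complemented with human TDP1, 400 cells/well, exposed to compounds plus 20 nM camptothecin for at least 48 h at 37 C; viability read as ATP content by CellTiter-Glo luminescence.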
# * = called active by the depositor; ? = inconclusive; · = no result given; & = joins results of further samples. Calls follow the shape of the dose curve; as a rule, active = well fitted curve in the direction sought with a large enough effect; inconclusive = small, poorly fitted or top-dose-only effect, or another doubt; inactive = no such curve, though single readings can be large; an effect the other way counts as inactive or inconclusive. % is scaled to controls: 0 for no effect and ±100 for the full control effect; potency is read from the fitted curve at half-maximal effect.
# Every second line gives: DT40 TDP1 no CPT	TDP1 inh	DT40 TDP1 CPT
1. Cc1cccc(C)c1NC(=O)C(NC=O)c1ccc(Cl)cc1 (centres undefined)
    ?	-8%	?
2. CCCCC(=O)Nc1c(C(=O)N2CCN(c3ccccc3)CC2)oc2ccccc12
    9.2µM*	11%	15µM*
3. COCCNC(=O)c1onc(CSc2ccc(C(C)C)cc2)c1C(=O)O
    -3%	0%	-16%
4. O=C(Nc1ccccc1NC(=O)c1c(F)c(F)c(F)c(F)c1F)c1c(F)c(F)c(F)c(F)c1F
    -23%	0%	-7%
5. Cc1coc(NC(=O)CSc2nc(-c3ccncc3)cc(C(F)(F)F)c2C#N)n1
    -9%	-3%	-29%
6. CCCc1cc(NC(=O)COC(=O)c2ccc(O)cc2O)n(-c2ccccc2)n1
    ?	0%	?
7. CC(C)c1ccc(OCc2cccc(C(=O)N/N=C/c3cccnc3)c2)cc1
    -28%	-8%	-31%
8. COC(=O)CCC(=O)NC(=S)Nc1c(C)cccc1C
    ?	-1%	0%
9. CCCS(=O)(=O)NC(=O)C1(C)CCCN(C(=O)c2cc(C)nn2C(C)(C)C)C1 (centres undefined)
    8%	·	8%
10. O=C(Cn1nnc(-c2cccc(C(F)(F)F)c2)n1)NNS(=O)(=O)c1cccc(C(F)(F)F)c1
    ?	1%	?

# Molecules listed so far with a CF3 group (2):
# Every second line gives: DT40 TDP1 no CPT	TDP1 inh	DT40 TDP1 CPT
5. Cc1coc(NC(=O)CSc2nc(-c3ccncc3)cc(C(F)(F)F)c2C#N)n1
    -9%	-3%	-29%
10. O=C(Cn1nnc(-c2cccc(C(F)(F)F)c2)n1)NNS(=O)(=O)c1cccc(C(F)(F)F)c1
    ?	1%	?

# Additional compounds:
# Every second line gives: DT40 TDP1 no CPT	TDP1 inh	DT40 TDP1 CPT
11. CCOc1cc(C2C3=C(CC(C)(C)CC3=O)N(CCOC)C3=C2C(=O)CC(C)(C)C3)ccc1OC
    5%	·	-12%
12. Cc1ccc(OCC(=O)N2CCc3ccccc3C2)cc1
    ?	4%	4%
13. O=C(OCC(O)C(O)COC(=O)c1ccccc1)c1ccccc1 (centres undefined)
    -9%	-4%	-2%
14. FC(F)(F)c1nnc2ccc(Sc3ccccn3)nn12
    -1%	-5%	-2%
15. CC(C)(C)c1ccc(C(=O)N/C(N)=N/c2nc3ccccc3o2)cc1
    ?	8%	?
16. CC(=O)Nc1cc(-c2ccc(S(C)(=O)=O)cc2)cn2c(-c3ccc(F)c(Cl)c3)cnc12
    16µM*	·	18µM*
17. CC1CN(C(c2ccco2)c2sc3ncnn3c2O)CC(C)O1 (centres undefined)
    -2%	5%	12%
18. O=C(O)CC1(CC(=O)Nc2ccc3c(c2)OCCCO3)CCCCC1
    4%	3%	16%
19. O=S(=O)(Nc1ccccc1)c1ccc(NS(=O)(=O)c2cccs2)cc1
    -2%	·	25%
20. CN1CCN(C(=O)CSc2nc3ccc(NC(=O)c4ccccc4F)cc3s2)CC1
    ?	·	?
21. COCc1cc(=O)[nH]c(SCC(=O)c2ccccc2)n1
    -9%	4%	13%
22. O=c1cc(C(F)(F)F)[nH]c2c(OC(F)(F)F)cccc12
    ?	0%	-19%
23. CCc1ccc(NC(=O)CSc2nc(-c3ccc(C)cc3)nc3c2Cc2c(CO)cnc(C)c2O3)cc1
    -8%	?	4%
24. CC1CCCN(S(=O)(=O)c2cc(Cl)ccc2Cl)C1 (centres undefined)
    -11%	-1%	-4%
25. CC1CCN(C(=S)c2ccc(N(C)C)cc2)CC1
    -23%	5%	-2%
26. CCOC(=O)c1cnc2c(cnn2C)c1Oc1ccc(OC)cc1
    -2%	2%	?
27. CSc1ccc(/C=N/NC(=O)CN2CCN(Cc3ccc(C)cc3)CC2)cc1
    ?	3%	-1%
28. CC(=O)c1cccc(NC(=O)Nc2c(C)nn(C)c2C)c1
    -3%	2%	?
29. COc1ccc(C(=O)Nc2ccc(C3=NNC(=O)CC3C)cc2NC(=O)c2ccc(OC)cc2)cc1 (centres undefined)
    23µM*	5%	?
30. CC(CN1CCCCC1)C(=O)NN (centres undefined)
    2%	-3%	-4%
31. O=C(Cn1cnc2ccccc21)N/N=C/c1ccc([N+](=O)[O-])cc1
    -5%	-6%	-7%
32. CN(CC(=O)NCc1cccc(F)c1)C(=O)c1ccco1
    -13%	2%	-3%
33. O=C1N=NC2=C1c1c3ccccc3c(O)n1CC2
    4%	-3%	1%
34. CC(=O)Oc1ccc(N(C(C)=O)S(=O)(=O)c2ccc(C)cc2C)c2ccccc12
    ?	·	23µM*
35. CCc1nc2c(OCCC3CCCCC3)cccn2c1N(C)C(=O)CC(C)C
    10µM*	·	21µM*
36. COc1ccc(/C(C)=N/Nc2nc3ccccc3nc2C)cc1
    23µM*	·	?
37. CC(C)n1cnc2c(NCc3ccccc3)cc(OCC3CCN(C)CC3)cc21
    ?	7%	21µM*
38. N/N=C(\c1ccccc1)c1cc(Cl)ccc1N
    -14%	·	?
39. Cc1cc(C)cc(OCC(=O)Nc2nonc2NC(=O)COc2cc(C)cc(C)c2)c1
    -9%	2%	-4%
40. CC1=C(C(=O)OC2CCCCC2)C(c2ccc(O)cc2)NC(=O)N1 (centres undefined)
    -25%	·	-13%
41. COC(=O)CSc1nc(SCc2ccccc2Cl)nc2c1CCCC2
    -5%	0%	2%
42. CCCNC(=O)C1(C)CCCN(Cc2csc3ccccc23)C1 (centres undefined)
    ?	·	?
43. Cc1ccc(CNC(=O)CN2CCCN(Cc3ccc(F)cc3)S2(=O)=O)cc1
    -28%	1%	-24%
44. COc1ccccc1NC(=O)c1c(C)oc2c1CCCC2
    ?	3%	?
45. C=CCCC1(C)C(=O)N(c2ccccc2)c2ccccc21 (centres undefined)
    ?	-4%	?
46. CC(/C=N/NC(=O)c1cc(C(C)C)[nH]n1)=C\c1ccccc1
    ?	6%	?
47. Cc1ccc(/C=C/C(=O)OC(C)C(=O)Nc2ccc(Cl)cn2)o1 (centres undefined)
    16µM*	2%	13µM*
48. O=C1Nc2ccc([N+](=O)[O-])cc2OC1CCN1CCCC1 (centres undefined)
    -3%	5%	11%
49. CCc1ccccc1OCC(=O)Nc1cccc(S(=O)(=O)NC2=NCCC2)c1
    -5%	1%	?
50. CCOC(=O)c1c(N)sc2c1CCCC2=O
    -24%	5%	7%
51. C=CCn1c(O)c(C=Nc2ccc(Cc3ccncc3)cc2)c(=O)[nH]c1=S
    -2%	3%	9%
52. CC(C)(C)NC(=O)N1CCCN(c2ccc(C(F)(F)F)cn2)CC1
    ?	·	-19%
53. O=C1CC(c2ccco2)Cc2nc(N3CCc4ccccc4C3)ncc21 (centres undefined)
    ?	4%	?
54. CCn1c(=O)cc(OCC(=O)Nc2ccc(C)c(F)c2)c2ccccc21
    ?	7%	?
55. CCN(CC(=O)Nc1cccc(F)c1)Cc1nc2ccccc2c(=O)[nH]1
    -16%	-5%	-19%
56. Cn1cnnc1SCC(=O)NC(=O)NCc1ccccc1
    18%	1%	-7%
57. Cc1ccc(S(=O)(=O)N(CC(=O)NCCSc2ccc(Cl)cc2)c2cccc(Cl)c2)cc1
    21µM*	6%	?
58. COc1ccccc1NC(=O)COC(=O)Cc1cccs1
    10%	5%	4%
59. Cc1cc(C)cc(NC(=O)c2cn3c4c(ccc(Cl)c4c2=O)OC(C)C3)c1 (centres undefined)
    -4%	-1%	-1%
60. Cc1ccc(NC(=O)Cn2cc(S(=O)(=O)c3ccc(F)cc3)c(=O)c3cc(F)ccc32)cc1
    -36%	3%	?

# Additional entries:
# Every second line gives: DT40 TDP1 no CPT	TDP1 inh	DT40 TDP1 CPT
61. Cc1ccc(CC(=O)NCCS(=O)c2ccc(C)cc2)cc1 (centres undefined)
    -8%	3%	-4%
62. CCOC(=O)C1(C)CCN1C(=O)c1ccc2ccccc2c1 (centres undefined)
    ?	·	?
63. COC(=O)c1cc2c(=O)c3ccccc3oc2nc1C
    -24%	·	-13%
64. CC(=O)Nc1cccc(S(C)(=O)=O)c1
    4%	-3%	2%
65. OC[C@@H]1CN(Cc2ccc(-c3ccccc3)cc2)C[C@H](n2cnc3c(NCc4ccc(F)cc4)ncnc32)O1
    3.7µM*	·	4.1µM*
66. CCC(CC)c1nnc(NS(=O)(=O)Cc2ccccc2)s1
    -1%	8%	-8%
67. CCOc1ccc(CNC(=O)c2ccc3c(c2)c(C)c(C)n3C)cc1
    ?	8%	?
68. Cc1csc(SCc2ccc(C(=O)O)cc2)n1
    -1%	7%	2%
69. COc1ccc(NC(=O)CN(C)CC(=O)NCC2CCCCC2)cc1
    ?	-4%	-9%
70. CCOc1ccc(S(=O)(=O)Nc2ccccc2C(=O)N2CCOCC2)cc1
    1%	·	-5%
71. O=C1OC2(c3ccc(O)cc3Oc3cc(O)ccc32)c2ccccc21
    -3%&-31%	29%&26%	?
72. O=C(Nc1ccccc1)c1ccc(OC(=O)c2ccccc2)cc1
    -13%	·	-6%
73. O=C1C=C(C#Cc2ccc(Oc3ccccc3)cc2)C[C@@H](c2ccc(F)cc2)C1
    12µM*	·	16µM*
74. COc1ccc(N2C(=O)[C@@H]3[C@H](C2=O)[C@H](C(C)=O)N2c4ccccc4C=C[C@@H]32)cc1
    -12%	·	4%
75. O=C(CSc1cc(Cl)ccc1Cl)NC1CCCC1
    ?	·	-5%
76. COc1ccc(-c2c3c(nc4sc(C(=O)Nc5cc(C)on5)c(N)c24)CCC3)cc1
    ?	0%	-21%
77. CC(=O)N1CCc2cc(S(=O)(=O)CCC(=O)NCCc3ccc(Cl)cc3)ccc21
    ?	5%	?
78. COc1ccc(NC(=O)c2cccc(NC(=O)c3ccccc3)c2)cc1
    ?	·	-35%
79. COc1cccc(C(=S)N2CCOCC2)c1OS(=O)(=O)c1ccc(Cl)cc1
    ?	4%	?
80. Cc1[nH]c2ccccc2c1C(=O)C(=O)NC1CC1
    15%	3%	2%

# Reprinted from the part before: five compounds; new compounds follow.
# Every second line gives: DT40 TDP1 no CPT	TDP1 inh	DT40 TDP1 CPT
76. COc1ccc(-c2c3c(nc4sc(C(=O)Nc5cc(C)on5)c(N)c24)CCC3)cc1
    ?	0%	-21%
77. CC(=O)N1CCc2cc(S(=O)(=O)CCC(=O)NCCc3ccc(Cl)cc3)ccc21
    ?	5%	?
78. COc1ccc(NC(=O)c2cccc(NC(=O)c3ccccc3)c2)cc1
    ?	·	-35%
79. COc1cccc(C(=S)N2CCOCC2)c1OS(=O)(=O)c1ccc(Cl)cc1
    ?	4%	?
80. Cc1[nH]c2ccccc2c1C(=O)C(=O)NC1CC1
    15%	3%	2%
81. COc1cc(O)c(C(CCN2CCCCC2)c2ccc3c(c2)OCO3)c(OC)c1 (centres undefined)
    ?	8%	?
82. CCCn1nc(NC(C)=O)c2cc3cccc(C)c3nc21
    ?	·	?
83. Cc1nnc(SC(C)C(=O)Nc2ncc(Cl)cc2Cl)n1Cc1ccccc1 (centres undefined)
    -6%	4%	-4%
84. CC(=O)c1cccc(NS(=O)(=O)c2ccc(N/C=C\C(=O)c3ccc(C)cc3)cc2)c1
    3.7µM*	4%	?
85. CCOc1ncccc1C(=O)OCC(=O)Nc1ccc2c(c1)OCO2
    10%	2%	-2%
86. Cc1nn(CC(=O)Nc2cc(F)ccc2F)c(=O)c2cccn12
    -16%	3%	-3%
87. CCO[C@H]1OC(C(=O)O)=C[C@@H](C2CCCCC2)[C@@H]1CCCO
    4%	1%	-16%
88. Clc1cccc(Cl)c1CO/N=C/c1c(-c2ccccc2)nc2n1CCS2
    21µM*	10%	18µM*
89. COc1ccc(N2CCN(C(=O)Cn3cnc4c(cnn4-c4ccccc4)c3=O)CC2)cc1
    1%	-3%	-12%
90. Cc1[nH]n(-c2ccc([N+](=O)[O-])cc2)c(=O)c1C=NCC1CCCO1 (centres undefined)
    10µM*	1%	10µM*
91. Cc1ccc(-n2c(SCc3ccccc3F)nc3[nH]ncc3c2=O)cc1Cl
    15µM*	8%	21µM*
92. CCn1c(SCC(=O)O)nnc1-c1ccccc1OC
    -4%	0%	-5%
93. Cc1ccc(NC(=O)CN(C)C(=O)c2cccnc2Nc2cccc(C(F)(F)F)c2)cc1
    ?	1%	?
94. CCN1CCN(C(=O)C2CCC(=O)N(Cc3cccc(C(F)(F)F)c3)C2)CC1 (centres undefined)
    0%	1%	-7%
95. O=C(c1ccco1)N1CCC(c2nc3c(nnn3Cc3ccccc3Cl)c(=O)[nH]2)CC1
    ?	-2%	?
96. Cc1ccc2nc(SCC(=O)c3ccc4c(c3)NC(=O)CO4)[nH]c2c1
    ?	5%	-13%
97. COC(=O)c1ccc(NC(=O)C(=O)c2cccn2C)cc1
    ?	2%	-21%
98. CN(C(=O)Cn1nnc2ccccc2c1=O)C1CCCCC1
    -3%	-2%	20%
99. C=CCn1c(SCC(=O)N2CCOCC2)nnc1C(C)NC(=O)c1ccccc1 (centres undefined)
    -9%	2%	1%
100. COc1ccc(OC)c(S(=O)(=O)NC2CC(=O)N(c3cccc(F)c3)C2)c1 (centres undefined)
    ?	·	-4%

# Source: PubChem
